# TDP1 inh: TDP1 (human) enzyme inhibition. recombinant TDP1, AlphaScreen DNA substrate cleavage. Potency, µM (series often up to 130 µM), for the others: at the highest dose activity change, negative = inhibition, most hits filed as inhibitors. hit rate 0.28% among 350,000; note: nearly all actives have a fitted effect of over 40% in size
# Target sequence (Q9NUW8 whole entry, looked up): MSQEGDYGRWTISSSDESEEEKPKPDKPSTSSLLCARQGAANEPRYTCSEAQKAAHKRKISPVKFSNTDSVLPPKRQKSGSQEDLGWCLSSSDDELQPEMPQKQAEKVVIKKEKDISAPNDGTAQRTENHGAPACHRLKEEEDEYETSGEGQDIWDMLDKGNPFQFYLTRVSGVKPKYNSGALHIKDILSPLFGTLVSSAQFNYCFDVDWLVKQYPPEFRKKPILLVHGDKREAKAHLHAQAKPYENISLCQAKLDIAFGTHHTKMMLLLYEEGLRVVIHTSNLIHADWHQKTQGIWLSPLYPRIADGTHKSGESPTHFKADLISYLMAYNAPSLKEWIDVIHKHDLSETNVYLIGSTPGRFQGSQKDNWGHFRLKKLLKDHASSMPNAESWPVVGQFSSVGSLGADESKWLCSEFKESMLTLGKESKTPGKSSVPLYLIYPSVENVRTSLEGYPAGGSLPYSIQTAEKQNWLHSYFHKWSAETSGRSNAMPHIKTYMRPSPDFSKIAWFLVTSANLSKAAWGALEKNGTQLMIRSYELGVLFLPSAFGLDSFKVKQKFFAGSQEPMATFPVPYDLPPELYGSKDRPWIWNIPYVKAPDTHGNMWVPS
#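 Recombinant E. coli-expressed Tdp1 (1 nM) preincubated with compound 15 min at RT, then 5'-biotin/3'-phosphotyrosine-FITC DNA substrate (15 nM) added for 5 min. AlphaScreen beads (10 ug/ml) added, 10 min RT; tyrosine-FITC cleavage read as signal loss.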
# DT40 TDP1 CPT: growth inhibition of DT40 Tdp1-/-;hTDP1 cells with camptothecin (screen for TDP1 inhibitors) | chicken DT40 Tdp1-/-;hTDP1 cells + 20 nM CPT, ATP luminescence, 48 h | Potency, µM (titrated, usually from 46.2 µM), without a hit: top-dose activity change, negative = growth inhibition, usual class: inhibitors | hit rate 12% among 420,000 | AID 686979; note: nearly all actives have a fitted effect of over 55% in size
#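 Chicken DT40 Tdp1-/- cells complemented with human TDP1, 400 cells/well, exposed to compounds plus 20 nM camptothecin for at least 48 h at 37 C; viability read as ATP content by CellTiter-Glo luminescence.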
# DT40 TDP1 no CPT: qHTS for Inhibitors of human tyrosyl-DNA phosphodiesterase 1 (TDP1): qHTS in cells in absence of CPT; Potency, µM (top dose mostly 46.2 µM), inactives show at the highest dose activity change, negative = growth inhibition, most hits filed as inhibitors; DT40 Tdp1-/- hTDP1 cells, no CPT, ATP luminescence, 48 h; hit rate 15% among 420,000; note: nearly all actives have a fitted effect of over 55% in size
#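 Stably hTDP1-transfected Tdp1-null chicken DT40 cells were treated with library compounds minus camptothecin and grown for at least 48 hr at 37 °C, after which cellular ATP was quantified by luminescence.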
# Active calls of the source: *; ? = inconclusive; . = not tested or not shown; [ ] = another dose, or the depositor's remark. Calls come from the whole dose curve; as a rule, active = well fitted curve in the direction sought with a large enough effect; inconclusive = small, poorly fitted or top-dose-only effect, or another doubt; inactive = no such curve, though single readings can be large; an effect the other way counts as inactive or inconclusive. % is set by controls: 0 for no effect and ±100 for the full control effect; potency is the fitted concentration of half-maximal effect.
# Below each compound – DT40 TDP1 CPT, DT40 TDP1 no CPT, TDP1 inh
O=C(NCc1ccccc1Cl)c1cc2c(s1)-c1ccccc1SC2
→ ?, ?, -13%
CN(C(=O)COC(=O)c1cc(S(=O)(=O)N2CCCCC2)ccc1Cl)c1ccccc1
→ ?, ?, -3%
Cc1cccc(NC(=O)CSc2nncn2N)c1C
→ 8%, -3%, .
O=C(O)c1ccc(NC(=S)NC(=O)c2ccc(-c3ccc(Br)cc3)o2)cc1
→ 12%, 4%, 14µM*
COc1cccc(CNC(=O)CSc2ccc(-c3ccco3)nn2)c1
→ 13%, 6%, .
CC(/C=C/c1ccco1)=N\NC(=O)CNc1cccc(C)c1
→ 9%, 2%, 4%
COC(=O)COc1ccc2occ(C(C)=O)c2c1
→ 0%, -3%, 6%
O=C1C2C3C=CC([C@@H]2C(=O)N1c1nccs1)C31CC1 (stereo not given in full)
→ 3%, 5%, 2%
O=C(NCc1ccc(F)cc1)C1CCCN1C(=O)Nc1ccc(F)cc1 (stereo not given)
→ 0%, 5%, .
CC(C)(C)c1ccc(-c2n[nH]c(=S)n2CC2CCCO2)cc1 (stereo not given)
→ ?, 16µM*, 1%
COc1cccc(NC(=O)Cn2c(=O)n(CCCC(=O)NCc3ccco3)c(=O)c3ccccc32)c1
→ 0%, -15%, 5%
O=C(CCN1Cc2ccccc2OC(c2ccccc2)C1)N[C@@H]1CS(=O)(=O)C[C@H]1O (stereo not given in full)
→ 2%[9.04 µM], -13%, .
COc1ccc(/C=C(\NC(=O)c2ccccc2Cl)C(=O)NCCCC(=O)O)cc1
→ 24%, 0%, 5%
CCCCn1cnc2c(=S)nc(N)[nH]c21
→ -12%, 3%, 3%
COCC(=O)Nc1cccc(-c2ccc3nncn3n2)c1
→ -14%, 17%, -3%
COc1ccc(NS(=O)(=O)c2ccc3c(c2)CCO3)cc1
→ 1%, ?, 1%
Cc1ccc2nsnc2c1S(=O)(=O)N1CCN(C)CC1
→ 2%, 4%, .
CC(C)[C@@H]1CC[C@@H](C)c2c(-c3ccccc3)n[nH]c21
→ ?, ?, 1%
CN1C(C(=O)NCc2ccccc2)CC2Cn3c(nc4cc(Cl)c(Cl)cc43)C21 (stereo not given)
→ ?, -37%, 1%
O=C(Nc1ccccc1)c1sc(Cl)nc1-c1ccccc1
→ ?, ?, -1%
COc1ccc(CCNc2c(C=O)c(=O)[nH]c3ccccc23)cc1OC
→ -5%, 0%, .
Cc1cc(C)cc(CN2CCc3nnc(C(NS(C)(=O)=O)C(C)C)n3CC2)c1 (stereo not given)
→ 10%, -17%, .
COc1cc2[nH]c(=S)n(Cc3ccc(F)cc3)c(=O)c2cc1OC
→ -27%, -24%, 1%
COc1ccccc1OCc1ccc(C(=O)N2N=C(C(F)F)CC2(O)C(F)F)o1 (stereo not given)
→ 4%, -27%, 6%
CN(C)c1ccc(NC(=O)CSc2nnc(C3CCCCC3)n2N)cc1
→ -9%, 13%, 5%
Cc1nn(-c2ccc3nnc(C)n3n2)c(C)c1CCC(=O)Nc1ccc(OC(F)(F)F)cc1
→ 12µM*, 23µM*, 7%
O=[N+]([O-])c1ccc(C2CC(c3ccccc3)=Nc3ccccc3S2)cc1 (stereo not given)
→ ?, 21µM*, 10%
COc1ccc(Cc2nnc3sc(SCC(=O)Nc4ccccc4)nn3c2=O)cc1OC
→ ?, ?, 0%
CC(C)C(=O)Nc1ccccc1N1CCN(C(=O)c2ccccc2)CC1
→ -22%, ?, 7%
O=C(c1c[nH]c2ccc(S(=O)(=O)N3CCC4(CC3)OCCO4)cc2c1=O)N1CCOCC1
→ -20%, 7%, 7%
CCN(CC)c1ccc(CNc2nc3ccccc3n2CCN2CCCCC2)cc1
→ 4.6µM*, ?, 10%
CC(=O)c1ccc(NC(=O)C2CC(=O)N(C(C)C)C2)cc1 (stereo not given)
→ 44%[activator], 18%, 0%
CCOC(=O)c1ccc(CN(Cc2ccc(F)cc2)S(=O)(=O)c2ccc(F)c(C(=O)Nc3ccccc3C(F)(F)F)c2)cc1
→ -25%, -19%, 3%
COc1ccc(CCNC(=O)c2ccc(OCC(=O)N3CCOCC3)c(OC)c2)cc1
→ 1%, -17%, .
Cc1snc(SCc2c(F)cccc2Cl)c1C#N
→ ?, -26%, .
O=S(=O)(NCCN1CCOCC1)c1ccc2c(c1)OCCO2
→ 19%, -18%, -5%
Cc1ccc(S(=O)(=O)NCC(=O)Nc2cccnc2)cc1C
→ -1%, -12%, 0%
N[C@@H](Cc1ccccc1)C(=O)O
→ -2%, -8%, -3%[56.1 µM]
Nc1ncnc2c1ncn2[C@@H]1O[C@H](CNS(=O)(=O)c2cc3ccccc3s2)[C@@H](O)[C@H]1O
→ ?, ?, -2%[56.1 µM]
COCCCNC(=O)c1cc(=O)n(Cc2ccc(Cl)cc2)c2ccccc12
→ 1%, ?, 4%
O=C(Nc1ccn(CCCNCC2CCCO2)c(=O)n1)OCc1ccccc1 (stereo not given)
→ -16%, -9%, .
CN(CCO)c1nc(N)c2c(N)nc3c(c2c1C#N)CC(=O)N3Cc1cccs1
→ -28%, ?, 4%
COc1ccc(F)cc1S(=O)(=O)N1CCN(c2ccccn2)CC1
→ 9%, 1%, 3%
CC(=O)c1cc(OC(=O)N2CCOCC2)ccc1OC(=O)N1CCOCC1
→ -2%, 22%, 8%
O=C1CC(c2ccco2)CC(O)=C1C=Nc1ccc(Br)cc1 (stereo not given)
→ -24%, -28%, -3%
CCCn1c(=O)c2ccccc2n2c(SCc3nnc(-c4ccccc4Br)o3)nnc12
→ ?, -18%, -6%
CCC(C)[C@H]1CN=C(N)N1CCc1cccc2ccccc12 (stereo not given in full)
→ 1.8µM*, 2.1µM*, .
NC(=O)N/N=C/c1cn(CC(=O)Nc2ccc(F)cc2)c2ccccc12
→ 0%, ?, 3%
CC(C)C(=O)N1N=C2CCCCC2C1(O)C(F)(F)F (stereo not given)
→ -1%, 3%, 1%
Clc1ccc(/C=N/Nc2nnc(Cl)c3ccccc23)cc1
→ ?, ?, 0%
COC(=O)Cn1nnnc1-c1nc2cc(C)c(C)cc2[nH]c1=O
→ -14%, -22%, .
COc1cccc(C2(CC(=O)N3CCN(c4ccccc4O)CC3)CC(=O)N(C3CCCC3)C2=O)c1 (stereo not given)
→ ?, ?, .
O=C1CCCN=C(Nc2ccc(F)c(Cl)c2)S1
→ -4%, -24%, 6%
CCc1c(C(=O)N/N=C/c2ccco2)nnn1-c1nonc1N
→ 1%, -1%, 0%
O=C(CN1C(=O)c2ccccc2C1=O)Nc1ccc(S(=O)(=O)NCC2CCCO2)cc1 (stereo not given)
→ 1%, -3%, 5%
O=c1cc(-c2ccccc2[N+](=O)[O-])oc2ccccc12
→ 16µM*, 23µM*, -4%
O=C(Nc1nccs1)C1CCN(S(=O)(=O)c2c(Cl)cccc2Cl)CC1
→ -26%, ?, 4%
O=C(NN1C(=O)NC2(CCCCC2)C1=O)c1cccs1
→ -18%, -20%, 0%
Cc1cc(C)c(S(=O)(=O)NCCc2csc3nc(-c4ccc(Cl)cc4)nn23)c(C)c1
→ ?, 18µM*, 0%
C=CCNC(=O)NC(=O)c1csc([N+](=O)[O-])c1
→ -2%, -7%, .

# Nothing new here: four of the compounds above.
# Below each compound – DT40 TDP1 CPT, DT40 TDP1 no CPT, TDP1 inh
CCN(CC)c1ccc(CNc2nc3ccccc3n2CCN2CCCCC2)cc1
→ 4.6µM*, ?, 10%
CC(=O)c1ccc(NC(=O)C2CC(=O)N(C(C)C)C2)cc1 (stereo not given)
→ 44%[activator], 18%, 0%
CCOC(=O)c1ccc(CN(Cc2ccc(F)cc2)S(=O)(=O)c2ccc(F)c(C(=O)Nc3ccccc3C(F)(F)F)c2)cc1
→ -25%, -19%, 3%
COc1ccc(CCNC(=O)c2ccc(OCC(=O)N3CCOCC3)c(OC)c2)cc1
→ 1%, -17%, .

# Look-ups from the results shown.
# Under DT40 TDP1 CPT, COc1ccc(CCNC(=O)c2ccc(OCC(=O)N3CCOCC3)c(OC)c2)cc1 is listed with 1%
# Under DT40 TDP1 CPT, CN(CCO)c1nc(N)c2c(N)nc3c(c2c1C#N)CC(=O)N3Cc1cccs1 is listed with -28%
# Under DT40 TDP1 CPT, COc1ccc(F)cc1S(=O)(=O)N1CCN(c2ccccn2)CC1 is listed with 9%
# Under DT40 TDP1 CPT, O=C1CC(c2ccco2)CC(O)=C1C=Nc1ccc(Br)cc1 (stereo not given) is listed with -24%
# Under DT40 TDP1 no CPT, CCc1c(C(=O)N/N=C/c2ccco2)nnn1-c1nonc1N is listed with -1%

# The list continues:
# Below each compound – DT40 TDP1 CPT, DT40 TDP1 no CPT, TDP1 inh
Cc1cc(Br)cc(C)c1NC(=O)c1ccc(C#N)cc1F
→ -24%, -12%, 2%
Cc1nn(C)cc1CN(C)C(=O)CCc1nnc(CCC2CCCCC2)o1
→ -9%, -18%, 4%
CC(C)NC(=O)c1ccc(-n2c(-c3ccccc3)cc3c2CCCCC3)cc1
→ ?, ?, -3%
COc1cc(Nc2ccccn2)cc(C(=O)Nc2cccc(C(F)(F)F)c2)c1
→ 16µM*, ?, 2%
COc1ccccc1NC(=O)Nc1nc(CC(=O)N2CCN(c3ccccc3OC)CC2)cs1
→ 21µM*, 13µM*, 1%
COc1ccccc1NC(=O)Nc1ccc(C)cn1
→ -10%, -18%, .
COc1ccc(OCC(=O)Nc2nnc(-c3ccco3)s2)cc1
→ 15%, -21%, -13%
COc1ccc(NC(=O)c2cccc(Cn3cc(Br)c([N+](=O)[O-])n3)c2)c(C)c1
→ ?, 18µM*, 7%
CC1(C(=O)Nc2nccs2)CCN1C(=O)CC(c1ccccc1)c1ccccc1 (stereo not given)
→ 16µM*, 21µM*, .
COc1cc(OC)c(C2=NOC(C(=O)N3CCN(C(=O)c4ccco4)CC3)C2)cc1Cl (stereo not given)
→ -13%, -19%, 2%
Cc1ccc(-c2cnc(C3CC3)o2)cc1S(=O)(=O)Nc1cccc(C)c1C
→ ?, ?, 1%
CCn1c(SCC(=O)NC2CCCC2)nnc1-c1c[nH]c2ccccc12
→ ?, ?, 1%
CC(C)c1ccc(NC(=O)COC(=O)C2=COCCO2)cc1
→ 2%, -1%, 2%
COc1ccc(C2N(c3ccccc3)C(=S)N3CCCN23)cc1 (stereo not given)
→ ?, -26%, -4%
CCOC(=O)C1CCCN(CCC(=O)Nc2cc(OC)ccc2OC)C1 (stereo not given)
→ 0%, -3%, .
Cc1cccc(NC(=O)CN2C(=O)/C(=C3\SC(=S)N(CC4CCCO4)C3=O)c3ccccc32)c1 (stereo not given)
→ -25%, ?, 4%
COc1ccc(-c2nnc(SCC(=O)Nc3ccc(Cl)cc3)n2C)cc1
→ 0%, -5%, 2%
O=C1Nc2ccccc2C1Cc1ccccn1 (stereo not given)
→ 1%, 2%, 2%
COC(=O)C(NC(=O)CN1C(=O)c2ccccc2C1=O)c1ccc(O)c(OC)c1 (stereo not given)
→ 9%, 14%, 3%
Cc1ccc(NC(=O)N(CCCN2CCOCC2)Cc2cccs2)cc1C
→ ?, ?, -4%
COc1ccc(CC(N)c2csc(Nc3cc(NCCCO)ncn3)n2)cc1 (stereo not given)
→ ?, ?, .
CCOC(=O)c1sc(Nc2nc(OC)cc(OC)n2)nc1C
→ ?, 21µM*, .
CCOc1ccc(S(=O)(=O)Nc2ccccc2C(=O)Nc2ccccc2N2CCOCC2)cc1
→ ?, ?, 3%
CCc1nnc(NC(=O)CSc2nnnn2-c2cccc(C(=O)OC)c2)s1
→ -11%, ?, 1%
COc1cc(OC)c2c(-c3cccc(/C=C/c4ccc(F)cc4)c3)cc(=O)oc2c1
→ 21µM*, 18µM*, 0%[56.1 µM]
COCC(=O)Nc1cc(C(=O)N2CCc3ccccc3C2)c2c(c1)nc(-c1ccncc1)n2C
→ 2%[9.04 µM], -12%, .
CCOc1ccc(NC(=O)c2ccccc2NS(=O)(=O)c2ccc(F)cc2)c([N+](=O)[O-])c1
→ 23µM*, ?, 6%
COc1cccc(NC(=O)C2(C)CCN2CCc2ccccc2)c1 (stereo not given)
→ 23µM*, ?, .
CCS(=O)(=O)N1N=C(c2cccc(NS(C)(=O)=O)c2)CC1c1ccccc1 (stereo not given)
→ 5%, -10%, 7%
O=C(CSc1ccc(-c2ccccc2)nn1)Nc1ccc2c(c1)OCCO2
→ ?, ?, 0%
O=C(NCCCN1CCOCC1)C(=O)N/N=C/c1ccc2c(c1)OCO2
→ -1%, -14%, 5%
CCc1ccc(NC(=O)CSc2nnc(SCC(=O)Nc3ccc(CC)cc3)n2N)cc1
→ 9%, -8%, 0%

# Screens deposited in PubChem BioAssay by National Center for Advancing Translational Sciences (NCATS).

# This is a random part of the collection, and some 18% of all compounds hit somewhere here.
